Screening data deposited in PubChem by University of Kansas High Throughput Screening Laboratory.
Pf apPOL inh = Pf-apPOL inhibitors, biochemical, fluorescence. inhibition, % at 10 µM. actives 0.25% (n = 210,000). Recombinant Pf-apPOL, molecular beacon fluorescence, 1.5 h. Plasmodium falciparum apicoplast DNA polymerase (apPOL)
mHTT CaM bind = mutant huntingtin-calmodulin interaction inhibitors – biochemical, AlphaScreen, primary screen; P42858; AlphaScreen His-mHTT/GST-CaM binding, luminescence; inhibition, % at 15 µM; actives 3.6% (n = 190,000);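 also: 0% = both proteins with DMSO and 100% = one protein alone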
Target sequence (P42858 whole entry, looked up, stated change not applied): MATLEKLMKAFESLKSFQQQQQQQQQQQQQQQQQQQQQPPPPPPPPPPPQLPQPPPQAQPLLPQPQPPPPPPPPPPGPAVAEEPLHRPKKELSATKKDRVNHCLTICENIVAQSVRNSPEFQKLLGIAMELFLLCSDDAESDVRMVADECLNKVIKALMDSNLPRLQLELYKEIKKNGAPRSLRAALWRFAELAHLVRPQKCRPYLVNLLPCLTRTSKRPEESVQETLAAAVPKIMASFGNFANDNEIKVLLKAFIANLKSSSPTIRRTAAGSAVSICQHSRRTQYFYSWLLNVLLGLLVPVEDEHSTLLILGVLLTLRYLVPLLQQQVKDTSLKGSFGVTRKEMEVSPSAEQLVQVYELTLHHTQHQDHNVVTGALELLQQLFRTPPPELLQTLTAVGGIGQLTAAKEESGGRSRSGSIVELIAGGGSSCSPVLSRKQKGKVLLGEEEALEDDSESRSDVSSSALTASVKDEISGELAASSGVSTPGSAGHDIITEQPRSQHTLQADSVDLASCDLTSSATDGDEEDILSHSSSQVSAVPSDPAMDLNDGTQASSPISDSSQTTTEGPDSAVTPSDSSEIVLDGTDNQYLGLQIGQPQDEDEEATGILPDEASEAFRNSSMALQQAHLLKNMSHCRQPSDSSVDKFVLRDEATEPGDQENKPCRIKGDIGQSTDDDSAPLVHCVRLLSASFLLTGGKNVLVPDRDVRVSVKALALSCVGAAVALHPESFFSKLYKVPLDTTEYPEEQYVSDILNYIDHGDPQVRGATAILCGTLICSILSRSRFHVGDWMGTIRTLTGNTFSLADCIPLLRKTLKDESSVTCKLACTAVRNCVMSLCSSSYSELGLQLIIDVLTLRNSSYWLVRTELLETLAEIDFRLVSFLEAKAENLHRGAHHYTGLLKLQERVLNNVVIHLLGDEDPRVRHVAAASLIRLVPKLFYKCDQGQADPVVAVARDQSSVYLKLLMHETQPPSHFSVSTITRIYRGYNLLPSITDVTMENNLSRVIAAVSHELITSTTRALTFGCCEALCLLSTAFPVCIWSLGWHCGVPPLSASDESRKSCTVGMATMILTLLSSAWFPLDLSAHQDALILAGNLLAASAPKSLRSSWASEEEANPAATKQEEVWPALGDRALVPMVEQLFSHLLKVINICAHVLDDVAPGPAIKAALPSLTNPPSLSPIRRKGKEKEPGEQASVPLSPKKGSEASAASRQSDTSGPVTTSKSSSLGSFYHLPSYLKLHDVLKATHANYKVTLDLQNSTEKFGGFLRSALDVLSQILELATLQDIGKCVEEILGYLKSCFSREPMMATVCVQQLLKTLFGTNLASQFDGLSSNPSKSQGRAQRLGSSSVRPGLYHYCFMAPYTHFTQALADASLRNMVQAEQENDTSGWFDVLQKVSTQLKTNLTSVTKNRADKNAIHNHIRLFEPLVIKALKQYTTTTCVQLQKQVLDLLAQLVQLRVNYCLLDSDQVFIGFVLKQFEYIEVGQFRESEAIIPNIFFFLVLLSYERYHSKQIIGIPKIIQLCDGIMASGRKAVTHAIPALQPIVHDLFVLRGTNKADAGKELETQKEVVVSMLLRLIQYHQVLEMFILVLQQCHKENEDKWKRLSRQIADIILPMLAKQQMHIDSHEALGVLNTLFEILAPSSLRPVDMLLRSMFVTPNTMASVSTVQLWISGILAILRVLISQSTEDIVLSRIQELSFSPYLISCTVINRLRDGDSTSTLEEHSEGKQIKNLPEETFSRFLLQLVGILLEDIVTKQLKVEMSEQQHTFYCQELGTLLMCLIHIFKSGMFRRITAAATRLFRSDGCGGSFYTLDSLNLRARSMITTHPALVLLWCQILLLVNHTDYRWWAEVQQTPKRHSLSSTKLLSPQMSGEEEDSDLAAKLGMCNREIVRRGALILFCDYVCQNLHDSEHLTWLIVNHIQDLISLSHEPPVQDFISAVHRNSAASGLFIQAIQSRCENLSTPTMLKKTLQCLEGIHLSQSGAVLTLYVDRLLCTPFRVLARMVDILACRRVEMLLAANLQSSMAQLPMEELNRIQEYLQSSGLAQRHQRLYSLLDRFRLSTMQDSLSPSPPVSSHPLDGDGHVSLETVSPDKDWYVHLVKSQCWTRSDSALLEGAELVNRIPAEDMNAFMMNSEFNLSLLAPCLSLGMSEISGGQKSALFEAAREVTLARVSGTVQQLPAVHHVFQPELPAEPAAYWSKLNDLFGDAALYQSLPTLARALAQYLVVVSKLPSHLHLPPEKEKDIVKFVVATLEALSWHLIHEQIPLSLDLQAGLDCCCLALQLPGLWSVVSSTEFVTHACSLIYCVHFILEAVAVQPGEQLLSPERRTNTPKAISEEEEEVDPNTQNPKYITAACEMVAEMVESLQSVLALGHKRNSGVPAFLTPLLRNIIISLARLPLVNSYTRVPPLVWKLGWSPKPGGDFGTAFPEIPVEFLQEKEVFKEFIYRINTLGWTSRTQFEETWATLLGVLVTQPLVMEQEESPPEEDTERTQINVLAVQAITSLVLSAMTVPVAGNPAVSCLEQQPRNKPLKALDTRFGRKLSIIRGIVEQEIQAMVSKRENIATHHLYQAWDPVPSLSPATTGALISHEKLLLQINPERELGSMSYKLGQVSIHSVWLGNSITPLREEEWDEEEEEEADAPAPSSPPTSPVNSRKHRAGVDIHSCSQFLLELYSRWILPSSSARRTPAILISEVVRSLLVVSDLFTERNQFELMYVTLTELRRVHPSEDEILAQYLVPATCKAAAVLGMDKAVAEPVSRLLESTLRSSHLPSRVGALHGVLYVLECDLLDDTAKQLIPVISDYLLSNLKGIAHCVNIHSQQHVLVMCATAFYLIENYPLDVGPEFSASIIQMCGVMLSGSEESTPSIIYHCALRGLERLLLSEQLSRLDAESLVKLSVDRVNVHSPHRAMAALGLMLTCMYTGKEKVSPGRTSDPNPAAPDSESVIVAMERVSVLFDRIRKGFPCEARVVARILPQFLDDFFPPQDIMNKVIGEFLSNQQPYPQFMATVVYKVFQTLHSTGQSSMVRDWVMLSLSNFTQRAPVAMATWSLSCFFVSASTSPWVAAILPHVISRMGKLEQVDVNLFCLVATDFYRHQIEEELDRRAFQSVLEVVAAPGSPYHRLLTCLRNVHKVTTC
An asterisk follows results filed as active; . = no result given; & = joins results of further samples. Rule as the data show it: active = inhibition above about 50%; inactive = the rest.

SMILES	Pf apPOL inh	mHTT CaM bind
COc1ccc2nc(N3CCCC(C(=O)NC(C)c4ccccc4)C3)sc2c1 (stereo not drawn)	1	13
Cc1cc(C(=O)NC(C)C)c2cc(Cl)ccc2n1	-2	5
C(=Cc1ccccc1)C=Nc1ccc(Cc2ccc(N=CC=Cc3ccccc3)cc2)cc1	1	.
COc1ccc(OC)c(/C=C2\C=C(c3ccc(OC)cc3OC)OC2=O)c1	5	-14
CCc1nc(CN2CCN(c3ccc(C(F)(F)F)cn3)CC2)c(C)[nH]1	-22	.
Cc1cc(S(=O)(=O)NCc2cccnc2)c(Cl)cc1Cl	-2	-4
O=C(CSc1nc2ccccc2s1)Nc1ccc(Cl)c(C(=O)O)c1	6	3
COc1ccc2c(c1OC)C(=O)OC2Nc1cccc(C)c1 (stereo not drawn)	-7&-2	1&-2
Nn1c(CCC(=O)O)nc2sc3c(c2c1=O)CCCC3	8	-5&6
Cc1ccc(C)c(CNc2ccc3[nH]ncc3c2)c1	0	75*
COCCCN1COc2ccc3c(=O)c(Oc4ccc(OC)cc4)coc3c2C1	-8&-4	4&-6
CCn1c(=O)n(CC(=O)NCc2cccnc2)c(=O)c2ccccc21	-5	-5
CC(=O)N1CCN(c2nc3c(s2)CC(C(=O)NCc2ccncc2)CC3)CC1 (stereo not drawn)	-4	3
CNC(=O)C(=O)Nc1c(C)cccc1C	-4	-8
Fc1ccc(Nc2ncc3c(n2)CCN(Cc2ccc4c(c2)OCCO4)C3)cc1	-6	-7
COc1ccc(-c2oc3ncn(CC(C)C)c(=N)c3c2-c2ccc(OC)cc2)cc1	0	6
N[C@@H]1c2ccccc2C[C@@H]1O	.	0
Cc1ccc(NC(=O)C2CCN(c3nccc4sc(C)cc34)CC2)cc1	1	7
CC(=O)NCc1csc(C2CCCN(S(=O)(=O)c3ccc(Cl)s3)C2)n1 (stereo not drawn)	-2	4
COC(=O)c1cccc(NC(=S)NC(=O)c2cccs2)c1	5	.

Molecules shown so far that contain a COOH group, in the order listed:
SMILES	Pf apPOL inh	mHTT CaM bind
O=C(CSc1nc2ccccc2s1)Nc1ccc(Cl)c(C(=O)O)c1	6	3
Nn1c(CCC(=O)O)nc2sc3c(c2c1=O)CCCC3	8	-5&6

More compounds
SMILES	Pf apPOL inh	mHTT CaM bind
COc1ccccc1C(=O)Nc1nnc(/C=C/c2ccccc2)s1	-1	-10
CC(C)c1ccc(NS(=O)(=O)c2ccc3[nH]cc(C(=O)NCc4cccnc4)c(=O)c3c2)cc1	-11	18
CCc1onc(C)c1C1CCCN1Cc1cn[nH]c1-c1cccs1 (stereo not drawn)	14	0
O=C(Cn1nc(N2CCSCC2)c2ccccc2c1=O)Nc1cccc(Cl)c1	-2	-6
CC(=O)NC1=NC(=O)/C(=C\c2ccccc2F)S1	2	6
CC(=O)c1cccc(NC(=O)c2cnn3cccnc23)c1	0	2
CS(=O)(=O)c1ccc(Nc2nc(C(=O)N3CCN(c4ncccn4)CC3)cs2)cc1	0	-3
COc1cc(NS(=O)(=O)c2ccc(NC(=O)C3CC3)cc2)nc(OC)n1	-7	-3
Cc1ccc2nc(NC(=O)CSc3nn4c(=O)c(C)nnc4s3)sc2c1	-7	-10
O=C(Nc1ccc(N2CCOCC2)cc1)c1cn2c(n1)CSCC2	-1	25
Cc1cc(C)nc(SCC(=O)c2ccc(C(C)C)cc2)n1	-2	-14
O=C1OC(c2cccc(Cl)c2Cl)=N/C1=C\c1ccco1	-1	-3
Cc1ccc(-c2noc(-c3ccc(NCC4CCCO4)nc3)n2)cc1 (stereo not drawn)	2	1
Cc1ccccc1Cc1c(C)nc2nc(SCC(=O)NCc3ccco3)nn2c1C	-6	13
COc1ccc(-c2nnc(Nc3ccc(CC(N)=O)cc3)c3ccccc23)cc1	-18&1	26&15
Ic1ccc(C2=CC(c3ccccc3)n3ncnc3N2)cc1 (stereo not drawn)	1	1
Cc1c(S(=O)(=O)NC2CCCCNC2=O)sc2ccc(Cl)cc12 (stereo not drawn)	-11	.
COc1ccc(C2=N/C(=C\c3cccc(Br)c3)C(=O)O2)cc1OC	2	-1
O=C(Cn1ccc2ccccc21)Nc1nc(-c2cccnc2)cs1	1	-10
COC(=O)Cn1c(COc2ccccc2)nc2ccccc21	-5	-21
NC(=O)c1cc(NC(=O)c2ccc(Cl)c(Cl)c2)ccc1Cl	-9	2
CN(C)CCNC(=O)c1c[nH]c2ccccc12	-9	1
CC(=O)Nc1ccc(N=Nc2ccccc2)cc1Cl	-16	.
CCOc1cccc(CNc2nc3ccncc3n(C(C)C)c2=O)c1	-3	-6
CC(C)NC(=O)N1CCN(c2ccccc2Cl)C(=O)C1C (stereo not drawn)	-2	-2
CCc1[nH]nc2c1C(c1ccc(Cl)cc1)C(C#N)=C(N)O2 (stereo not drawn)	5	8
Cc1ccc(CN2C(=O)CCC2(C)C(=O)NCCC(C)C)cc1 (stereo not drawn)	-4	8
C=CCSc1nnc2c(n1)OC(/C=C/c1ccco1)Nc1ccccc1-2 (stereo not drawn)	-8	30
O=C(Cn1nc(C(=O)N2CCOCC2)cc1-c1cccs1)NCCCn1ccnc1	3	-6
O=C1CC(N2CCN(c3ccccn3)CC2)C(=O)N1c1ccc(Br)cc1 (stereo not drawn)	-5&-1	12&13
O=C(NCc1ccccn1)c1cc(=O)[nH]c2ccc(S(=O)(=O)N3CCCCCC3)cc12	4	8
CCN(C(=O)c1cccc(Br)c1)c1ccccc1	16	-13
Cc1ccc(N2C(=O)CSC2c2cccc([N+](=O)[O-])c2)cc1C (stereo not drawn)	0	9
Cc1c(Cc2ccccc2)sc(NC(=O)Nc2ccccc2)c1C(N)=O	-6	17
Cc1cc(N2C(=O)CSC2c2ccccc2[N+](=O)[O-])ccc1Br (stereo not drawn)	-3	40
CCc1ccc(C(O)CN2CCN(c3ccccn3)CC2)cc1 (stereo not drawn)	3	-1
CCC(=O)N1c2ccccc2NC2=C(C(=O)CCC2)C1c1ccc(Cl)c(Cl)c1 (stereo not drawn)	-5	11
O=C(Nc1ccc(N2CCCN(Cc3ccoc3)CC2)nc1)c1ccc(F)cc1	-2	32
CC1CC(C)CN(S(=O)(=O)N2CCC(C(=O)NCCc3ccccc3)CC2)C1 (stereo not drawn)	-10	-7
O=C1/C(=C/c2cc(Br)cc([N+](=O)[O-])c2O)Sc2ccccc21	20	45
CCn1ccc(C(=O)N2CCCC3(C2)Nc2ccccc2NC3=NC(C)(C)C)n1 (stereo not drawn)	-4	29
CC12CCC(=O)C=C1CC(C(=O)OC1CCCC1)C1C2CCC2(C)C1CCC21CCC(=O)O1 (stereo not drawn)	-2	.
O=C(NCc1cccnc1)c1cc(-c2ccccc2)nc2ccccc12	-12	7
CC(C)CN(CCNC(=O)c1cc(-c2cccnc2)nc2ccccc12)CC(C)C	-14	7
Cc1n[nH]c(C)c1S(=O)(=O)N1CCC(C(=O)Nc2ccc(Br)cc2)CC1	-2	-8
CC(C)N1C(=O)c2cccnc2Sc2cc(NC(=O)C3CCCC3)ccc21	-3	13
CCn1cnc2sc(C(=O)Nc3ccccc3C(F)(F)F)c(C)c2c1=O	-18	2
COc1ccc(Cl)cc1S(=O)(=O)NCCOC12CC3CC(CC(C3)C1)C2	6	0
CNc1ccccc1Cc1ccccc1	2	-6
COc1ccc(Nc2cc(C(=O)N3CCCCC3)nc3ccc(OC)cc23)cc1	-2	22
Continued.
SMILES	Pf apPOL inh	mHTT CaM bind
Cc1cccc(N2C=C(C(=O)N3CCOCC3)S(=O)(=O)c3ccc(Cl)cc32)c1	0	42
O=C(C1CC1)N1CCCN(C2CCN(Cc3ccccc3)C2=O)CC1 (stereo not drawn)	5	18
COc1ccc2c(c1)C1CC(C)(NC(=O)C1c1nc3ccccc3s1)O2 (stereo not drawn)	-2	10
Cn1c(SCC(=O)N2CCOCC2)nnc1-c1ccc(C(C)(C)C)cc1	-8	-2
COc1cccc(OCCCOc2ccccc2C=O)c1	-4	-62
NC1=NC(=O)CC(C(=O)Nc2ccc(Cl)cc2)S1 (stereo not drawn)	-1	-5
CCN(CC)C(=O)COc1ccc(C2C(C#N)=C(N)Oc3n[nH]c(COC)c32)cc1OC (stereo not drawn)	0	6
CCCCN(C)C(=O)CCC1CCCN(C(=O)Nc2ccc(C)cc2)C1 (stereo not drawn)	-5	0
O=C(O)c1cccc(N2C(=O)/C(=C/c3ccc(Cl)cc3)C=C2c2ccccc2)c1	-1	17
O=[N+]([O-])c1ccc(S(=O)(=O)N2CCSC2c2ccc(Cl)cc2)cc1 (stereo not drawn)	-5	13

Filtered by structure, the compounds so far containing a furan ring, fused or not
SMILES	Pf apPOL inh	mHTT CaM bind
COc1ccc(-c2oc3ncn(CC(C)C)c(=N)c3c2-c2ccc(OC)cc2)cc1	0	6
O=C1OC(c2cccc(Cl)c2Cl)=N/C1=C\c1ccco1	-1	-3
Cc1ccccc1Cc1c(C)nc2nc(SCC(=O)NCc3ccco3)nn2c1C	-6	13
C=CCSc1nnc2c(n1)OC(/C=C/c1ccco1)Nc1ccccc1-2 (stereo not drawn)	-8	30
O=C(Nc1ccc(N2CCCN(Cc3ccoc3)CC2)nc1)c1ccc(F)cc1	-2	32

The list goes on.
SMILES	Pf apPOL inh	mHTT CaM bind
CNC(=S)Nc1ccc(F)cc1	.	-6
NC(=NOC(=O)Nc1ccc(Cl)cc1)c1ccc(Oc2ccc(C(F)(F)F)cn2)cc1	-1&3	.
COc1ccc(CC(C)(O)CNC(=O)C2CC2)cc1 (stereo not drawn)	-2	-9
CCOc1ccc(CC(=O)N2CCCn3nc(-c4cccc(C)c4)cc3C2)cc1	-3	-2
Cn1ncc(N2CCCC(C(=O)NCc3ccc(N4CCCCC4)cc3)C2)cc1=O (stereo not drawn)	0	9
COc1cc(/C=C2/C(=O)NC(=O)N(Cc3ccc(F)cc3)C2=O)cc(Br)c1O	-4	15
O=C(NCc1ccccc1Cl)c1cc(-c2ccccn2)nc2ccccc12	-10	22
CCCN(CCC)CCc1cccc2c1CC(=O)N2	2	.
Cc1cc(C)n2nc(SCC(=O)NCc3ccco3)nc2n1	-8	5
O=C(O)C1C2C=CC(C2)C1C(=O)N1CCCCCC1 (stereo not drawn)	-5	1

Reformatted: 5 of the compounds above
| molecule | Pf apPOL inh | mHTT CaM bind |
| --- | --- | --- |
| COc1ccccc1C(=O)Nc1nnc(/C=C/c2ccccc2)s1 | -1 | -10 |
| CC12CCC(=O)C=C1CC(C(=O)OC1CCCC1)C1C2CCC2(C)C1CCC21CCC(=O)O1 (stereo not drawn) | -2 | . |
| CCc1onc(C)c1C1CCCN1Cc1cn[nH]c1-c1cccs1 (stereo not drawn) | 14 | 0 |
| Cc1cc(C)n2nc(SCC(=O)NCc3ccco3)nc2n1 | -8 | 5 |
| Cc1cc(C)nc(SCC(=O)c2ccc(C(C)C)cc2)n1 | -2 | -14 |

Next part.
SMILES	Pf apPOL inh	mHTT CaM bind
CSc1ccccc1C(=O)Nc1ccc2c(c1)OCCO2	-6	3
O=C(Nc1cccs1)N1CCN(C(=O)C2CCCO2)CC1 (stereo not drawn)	1	.
Cc1nc(OCC(=O)Nc2ccc(Cl)cc2Cl)c2ccccc2n1	2	2
CCCCCOc1ccc(/C=c2\sc3nc(-c4ccncc4)nn3c2=O)cc1	-7	4
O=C(Nc1cccnc1N1CCOCC1)C1CCC1	-1	2
Cn1nc(CC(=O)Nc2ncc(Br)s2)c2ccccc2c1=O	-7	-4
NC(=O)CSc1nc2ccccc2[nH]1	5	2
CC(Cn1nc(-c2ccco2)ccc1=O)C(=O)Nc1ccc(F)c(C(F)(F)F)c1 (stereo not drawn)	-1	6
CCCN1CCN(C2CCN(C(=O)c3ccc(C)cc3C)CC2)C1=O	-3	3
CC(C)(C)c1ccc(-c2cc(N)c(C(N)=O)s2)cc1	-173	.

4 of these compounds, reformatted.
Molecule,Pf apPOL inh,mHTT CaM bind
CCCCCOc1ccc(/C=c2\sc3nc(-c4ccncc4)nn3c2=O)cc1,-7,4
O=C(Nc1cccnc1N1CCOCC1)C1CCC1,-1,2
Cn1nc(CC(=O)Nc2ncc(Br)s2)c2ccccc2c1=O,-7,-4
NC(=O)CSc1nc2ccccc2[nH]1,5,2

Later entries:
SMILES	Pf apPOL inh	mHTT CaM bind
Cc1ccc(-n2nc3c(c2NC(=O)c2c(F)cccc2F)CS(=O)C3)cc1 (stereo not drawn)	-4	2
O=C(Nc1c2c(nn1-c1ccc([N+](=O)[O-])cc1)CS(=O)(=O)C2)C1CCCCC1	-7	-2
CCc1cc2c(=O)c(-c3nc(C)cs3)c(CCC(=O)O)oc2cc1O	0&2	-6&-12
CCN1C(=O)Cc2ccccc2C1C(=O)NCc1ccc(OC)cc1 (stereo not drawn)	-2	6
CC(C)NC(=O)N1CCCC(c2cccc(C(=O)NCc3cccc(F)c3)c2)C1 (stereo not drawn)	-4	-5
Cc1ccc(C2Cn3nnc(C(=O)NCc4ccc(F)cc4Cl)c3CO2)cc1 (stereo not drawn)	-2	-4
Cc1cccc(NC(=O)c2cc(C)n3nccc3n2)c1C	-3	-5
COc1ccc(CN2CC[C@H]3C=CC[C@@H](C(=O)NCc4cccnc4)[C@H]3C2=O)cc1OC	-2	-2
Cc1ccc(S(=O)(=O)N2CCC(n3nc(C(C)C)cc3C(C)C)CC2)cc1	-3	-3
COc1ccc(N2CC34C=CC(O3)C(C(=O)OCC(C)C)C4C2=O)cc1 (stereo not drawn)	-4	2
COc1ccc(-c2cc3ccc(OC(C)=O)cc3oc2=O)cc1	-9	-5
O=C(O)c1cccc(N2C(=O)/C(=C/c3ccccc3)N=C2c2ccccc2)c1	-7	-4
